# FBPA coupling cs: qHTS Assay for Inhibitors of Fructose-1,6-bisphosphate Aldolase from Giardia Lamblia: Coupling assay counterscreen | coupling enzyme system counterscreen, AmpLite Red fluorescence | activity change, negative = inhibition, % at 58.2 µM, hits read low | actives 0.67% (n = 290,000) | AID 2472, 2010; in the data active = activity change below about -30%; note: % is set by controls: 0 for no effect and ±100 for the full control effect
#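 Final compound at 57.5 uM, incubated 10 min at RT with coupling enzyme reagent (glyceraldehyde-3-phosphate), then 20 min with substrate and AmpLite Red detection. Fluorescence read at 525/598 nm; tests interference with the coupling assay, not aldolase inhibition.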
# MLL CXXC-DNA inh: qHTS Fluorescence Polarization Assay for Inhibitors of MLL CXXC domain - DNA interaction | MLL-CXXC / FITC-HOXA9 DNA fluorescence polarization | Potency, µM (titrated, usually from 115 µM), for inactives: top-dose activity change, negative = inhibition, hits mostly inhibitors | actives 0.037% (n = 290,000) | AID 2662, 2010; active = well fitted inhibition curve with a large enough effect in the polarisation, with a control signal flat, not every such curve was filed as active; inconclusive = small, poorly fitted or top-dose-only effect, or effect the other way, or a change in a side signal; inactive = no such curve, though single readings can be large or run the other way; the % refers to the polarisation; note: potency is the fitted concentration of half-maximal effect
#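 Purified MLL-CXXC (added from a 7 uM solution) was preincubated 5 min at ambient with pinned compounds in 50 mM Tris-HCl pH 7.5, 50 mM NaCl, 1 mM DTT, 0.05% BSA. Fluorescein-labeled HOX-A9 DNA (50 nM solution) followed, 30 min, then polarization read.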
# TRPV1 agonist: HTS Assay for Compounds that Act as Agonists of the Vanilloid Receptor 1. Transient receptor potential cation channel subfamily V member 1 (Homo sapiens), Q8NER1. TRPV1-expressing cells, Fluo-8 calcium influx, agonist mode. activation, % at 8.33 µM. actives 0.19% (n = 320,000); in the data active = activation above about 80%; inconclusive = between about 30% and that limit; note: 0% is about no effect
# Target sequence (Q8NER1 whole entry, looked up): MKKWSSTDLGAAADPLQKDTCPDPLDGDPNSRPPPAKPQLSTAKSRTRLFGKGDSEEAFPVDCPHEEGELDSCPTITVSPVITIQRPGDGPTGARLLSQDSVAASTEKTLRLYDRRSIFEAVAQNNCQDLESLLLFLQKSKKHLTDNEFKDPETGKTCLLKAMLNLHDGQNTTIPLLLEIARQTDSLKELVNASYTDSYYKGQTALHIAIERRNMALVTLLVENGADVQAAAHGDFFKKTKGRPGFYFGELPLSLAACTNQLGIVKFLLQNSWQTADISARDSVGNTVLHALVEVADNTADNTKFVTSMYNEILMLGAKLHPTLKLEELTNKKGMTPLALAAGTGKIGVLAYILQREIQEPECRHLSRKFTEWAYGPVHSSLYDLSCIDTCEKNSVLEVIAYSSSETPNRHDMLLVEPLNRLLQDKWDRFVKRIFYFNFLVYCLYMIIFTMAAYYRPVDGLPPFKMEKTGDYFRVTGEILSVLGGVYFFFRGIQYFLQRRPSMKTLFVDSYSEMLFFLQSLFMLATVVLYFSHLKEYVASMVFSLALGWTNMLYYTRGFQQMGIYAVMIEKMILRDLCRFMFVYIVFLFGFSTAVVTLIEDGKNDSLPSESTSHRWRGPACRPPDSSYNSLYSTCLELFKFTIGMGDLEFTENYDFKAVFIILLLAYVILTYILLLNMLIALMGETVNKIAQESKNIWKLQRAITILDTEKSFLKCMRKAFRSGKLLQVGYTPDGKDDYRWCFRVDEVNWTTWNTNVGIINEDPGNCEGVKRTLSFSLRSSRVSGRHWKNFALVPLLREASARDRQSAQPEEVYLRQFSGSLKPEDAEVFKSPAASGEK
#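 TRPV1-expressing cells were cultured overnight at 35.5C and loaded with Fluo-8 calcium dye for 40 to 90 min at room temperature. After a 10 s baseline, compound was added and calcium influx was read kinetically for 3 min (ex 480/em 520 nm).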
# ASM inhibitor: Inhibitors of Secretory Acid Sphingomyelinase (S-ASM): qHTS; placental ASM, HMU-PC fluorogenic substrate, 60 min; AID 504937, 2011; Sphingomyelin phosphodiesterase (Homo sapiens), P17405; Potency, µM (top dose mostly 57.5 µM), inactives show at the highest dose activity change, negative = inhibition, hits mostly inhibitors; actives 0.006% (n = 340,000); note: potency is the fitted concentration of half-maximal effect
#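 Human placenta-derived ASM enzyme was preincubated with compound for 10 minutes at room temperature, then given fluorogenic substrate HMU-PC0 (9 uM final) for 60 minutes at 37 °C; a pH 10 stop preceded fluorescence reading at Ex 386/Em 447 nm.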
# a7 integrin act: qHTS for Activators of Integrin-Mediated Alleviation for Muscular Dystrophy; alpha7betagal myoblasts, beta-gal FDG fluorescence, 48 h; Potency, µM (series often up to 38.3 µM), for inactives: at the top dose activation, usual class: activators; actives 0.064% (n = 350,000); AID 624291, 2012;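 note: potency is the fitted concentration of half-maximal effect; 100% = response of the positive control SU9516; nearly all actives have a fitted effect of over 60% in size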
#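 Alpha7betagal+/- myoblasts (passage 13) were plated 16-24 hr, then exposed to compounds (1:260 dilution of DMSO stock) for 48 hours at 37C. After MPER lysis, β-galactosidase reporter activity was read as FDG fluorescence (ex 480/em 540) after 30 minutes.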
# KCNH2 WT inh: qHTS for Inhibitors of KCHN2 3.1: Wildtype qHTS; actives 0.37% (n = 340,000); Voltage-gated inwardly rectifying potassium channel KCNH2 (Homo sapiens), Q12809; AID 720551, 2013; activity change, % at 1.84 µM; U2OS, BacMam KCNH2, thallium flux FluxOr; active compounds read low;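 active = maximum activity change below -70%; inconclusive = maximum activity change between -70% and -50%; inactive = maximum activity change above -50%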; note: % is set by controls: 0 for no effect and ±100 for the full control effect
#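 U2OS cells were transduced with wild-type KCNH2 virus (2.03 x 10^8 / mL) for 4 h at room temperature, then cultured overnight at 37 C. Thallium flux was read with FluxOr dye. Rate constants were normalized to DMSO controls.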
# GALK inhibitor: qHTS Assay for Inhibitors of Human Galactokinase (GALK); P51570; Purified GALK, Kinase-Glo residual ATP luminescence; Potency, µM (series often up to 57.5 µM), inactives show at the top dose activity change, negative = inhibition, hits mostly inhibitors; actives 0.007% (n = 270,000); AID 1868, 2009; note: potency is the fitted concentration of half-maximal effect; % is set by controls: 0 for no effect and ±100 for the full control effect
#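 Compounds were pin-transferred into ATP buffer (35 uM final), then GALK plus galactose (5 nM, 100 uM final) was added. After 1 h at room temperature, Kinase-Glo Plus was added and luminescence read after 10 min.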
# MBNL1-CUG inh: qHTS Assay for Inhibitors of MBNL1-poly(CUG) RNA binding. Potency, µM (doses to about 57.5 µM), for the others: top-dose activity change, negative = inhibition, actives largely listed as inhibitors. AID 2675, 2010. TR-FRET MBNL1-His/biotin-(CUG)12 binding, 665/545 ratio. Muscleblind-like protein 1 (Homo sapiens), Q9NR56. actives 0.036% (n = 280,000); active = well fitted inhibition curve with a large enough effect in the signal ratio, with a control signal flat, not every such curve was filed as active; inconclusive = small, poorly fitted or top-dose-only effect, or effect the other way, or a change in a side signal; inactive = no such curve, though single readings can be large or run the other way; the % refers to the signal ratio; note: potency is the fitted concentration of half-maximal effect; % is set by controls: 0 for no effect and ±100 for the full control effect
#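 Compounds (final 92 nM to 58 uM) are added to His-tagged MBNL1 and biotin-(CUG)12, then terbium anti-His antibody and streptavidin-XL665 (5 nM final). After 60 min at room temperature, the 665/545 nm ratio is read.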
# A-T KAP1 phos: qHTS Assay for Identifying a Potential Treatment of Ataxia-Telangiectasia; AID 485349, 2010; […] A-T fibroblasts, KAP-1 phosphorylation AlphaLISA; neocarzinostatin DNA damage 30 min before lysis; Potency, µM (highest dose often 57.5 µM), for inactives: top-dose activation, usual class: activators; actives 0.19% (n = 320,000); note: potency is the fitted concentration of half-maximal effect; % of control where 0% means no effect; nearly all actives have a fitted effect of over 45% in size
#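 ATM-like activity read as KAP-1 phosphorylation via AlphaLISA donor/acceptor antibody pairs after lysis and 6 hr at 25C. Cells were ATM-null patient fibroblasts ([…], hTERT), dosed 60 min, then exposed to the DSB inducer NCS for 30 min.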
# KCNH2 3.1 inh: qHTS for Inhibitors of KCHN2 3.1: Mutant qHTS | actives 0.95% (n = 340,000) | activity change, % (tested at about 1.8 µM) | AID 720553, 2013 | U2OS KCNH2 3.1, thallium flux FluxOr; active compounds read low;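 active = maximum activity change below -70%; inconclusive = maximum activity change from -70% to -50%; inactive = maximum activity change above -50%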;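 note: thallium influx rate constant from kinetic fluorescence after stimulation buffer; % is set by controls: 0 for no effect and ±100 for the full control effect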
#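 Thallium flux read-out: FluxOr dye with Red40 quencher in HBSS/HEPES, 45 min at RT. Rate constants from kinetic reads were normalized to positive and negative DMSO controls. Cells: U2OS virally expressing the 3.1 isoform.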
# * hit, by the source's call; i = inactive; ? = inconclusive; . = not tested or not shown; [ ] = remark or other dose. Unless noted, calls come from the whole dose curve; as a rule, active = well fitted curve in the direction sought with a large enough effect; inconclusive = small, poorly fitted or top-dose-only effect, or another doubt; inactive = no such curve, though single readings can be large; an effect the other way counts as inactive or inconclusive.
no.	canonical_smiles	FBPA coupling cs	MLL CXXC-DNA inh	TRPV1 agonist	ASM inhibitor	a7 integrin act
1	CCC(C)NC(=O)c1ccc(C(=O)c2ccccc2)cc1 (stereo not drawn)	2	6%	?	1%	-6%
2	COc1cc(C2=NOC(C(=O)N3CCCc4ccccc43)C2)cc(OC)c1OC (stereo not drawn)	4	1%	-1	1%	-17%
3	COc1ccc(C(=O)NCCS(=O)(=O)NC(C)c2ccccc2)cc1 (stereo not drawn)	.	.	3	-2%	6%
4	COc1cc(NC(=O)C2CC2C)c(C(=O)O)cc1OC (stereo not drawn)	-10	10%	0	0%	6%
5	COc1ccc(CCC(=O)N2CCN(c3ccc([N+](=O)[O-])cc3)CC2)cc1OC	1	?	?	-10%	0%
6	CCCC(=O)c1c(NCCO)cc(C)oc1=O	-1	13%	0	7%	0%
7	CCOC(=O)C1=NN(C(=O)c2ccc(OC)cc2)C(O)(c2ccc(Cl)cc2)C1 (stereo not drawn)	1	?	12	-22%	-9%
8	COCC(C)n1c(SCC(=O)N2CCc3ccccc3C2)nc2ccccc2c1=O (stereo not drawn)	-3	9%	?	7%	0%
9	O=C(c1cc(C(=O)c2ccco2)cc(C(=O)c2ccco2)c1)c1ccco1	-2	-1%	10	-1%	2%
10	Cc1ccc(NC(=O)c2sccc2SCc2cccc(C(F)(F)F)c2)cc1	2	-4%	?	-9%	-28%
11	COc1ccc(S(=O)(=O)N(C)C)cc1NC(=O)CSc1nc(N)cc(N)n1	2	4%	3	-3%	-4%
12	CCOC(=O)c1[nH]c2ccc(OC)cc2c1NC(=O)CN1CCN(c2ccccn2)CC1	0	-1%	3	.	.
13	CON=C1CCN(c2ncc(C(F)(F)F)cc2Cl)CC1	1	3%	-1	1%	37%
14	CCOC(=O)c1cc2c(C(F)(F)F)cc(-c3cccnc3)nc2o1	3	5%	-4	4%	-1%
15	Cc1c(C(=O)N2CCC(n3nccc3NC(=O)C3CC3)CC2)[nH]c2ccc(Cl)cc12	.	-2%	1	-3%	-24%

no.	KCNH2 WT inh	GALK inhibitor	MBNL1-CUG inh	A-T KAP1 phos	KCNH2 3.1 inh
1	-1	10%	-2%	11%	-3
2	-7	2%	-6%	4%	11
3	-2	.	.	7%	-4
4	-14	-3%	-4%	2%	31
5	34	9%	?	-4%	-5
6	8	-1%	-5%	-1%	.
7	-6	2%	-23%	-16%	-22
8	-1	-3%	.	9%	-1
9	-3	0%	0%	-1%	-19
10	6	1%	2%	12%	-3
11	2	.	-1%	-2%	27
12	.	1%	-9%	-3%	.
13	1	-1%	-9%	-5%	-6
14	0	2%	3%	11%	2
15	10	-6%	-2%	3%	-22

# Grouped by structure: those above containing a CF3 group.
no.	canonical_smiles	FBPA coupling cs	MLL CXXC-DNA inh	TRPV1 agonist	ASM inhibitor	a7 integrin act
10	Cc1ccc(NC(=O)c2sccc2SCc2cccc(C(F)(F)F)c2)cc1	2	-4%	?	-9%	-28%
13	CON=C1CCN(c2ncc(C(F)(F)F)cc2Cl)CC1	1	3%	-1	1%	37%
14	CCOC(=O)c1cc2c(C(F)(F)F)cc(-c3cccnc3)nc2o1	3	5%	-4	4%	-1%

no.	KCNH2 WT inh	GALK inhibitor	MBNL1-CUG inh	A-T KAP1 phos	KCNH2 3.1 inh
10	6	1%	2%	12%	-3
13	1	-1%	-9%	-5%	-6
14	0	2%	3%	11%	2

# Next part
no.	canonical_smiles	FBPA coupling cs	MLL CXXC-DNA inh	TRPV1 agonist	ASM inhibitor	a7 integrin act
16	COC(=O)c1ccc(C(=O)OC)c(NC(=O)CS(=O)(=O)Cc2ccccc2)c1	2	11%	0	124%[activator]	-12%
17	Cc1nc(Cl)sc1C(=O)Nc1cccc(Cl)c1	-1	27%	5	-5%	1%
18	CCCn1cc(S(=O)(=O)c2ccccc2)c(=O)c2cc(OCC)ccc21	.	-3%	?	-3%	10%
19	Cc1cc(NC(=O)C(C)SCC(=O)OC(C)C(=O)Nc2ccc(F)cc2Cl)no1 (stereo not drawn)	.	.	0	.	0%
20	N=c1c2c(ncn1CCN1CCOCC1)Oc1ccc3ccccc3c1C2c1ccccc1 (stereo not drawn)	-1	0%	28	3%	?
21	O=C(N/N=C/c1c(O)n(-c2ccc(Cl)cn2)c(=O)c2ccccc12)c1ccncc1	4	?	30	.	7%
22	Cc1noc(C)c1S(=O)(=O)N1CCN(c2ccccc2)CC1	0	-12%	3	-2%	12%
23	Cn1nc(-c2ccccc2F)c2cc(C(=O)N3CCN(C(=O)c4ccco4)CC3)sc21	.	.	.	0%	-30%
24	CSc1ccc(C(=O)C2CCCN(S(=O)(=O)N(C)C)C2)cc1 (stereo not drawn)	1	4%	8	0%	-306%[inhibitor]
25	Cc1c(Cl)cccc1NC(=O)C1CCCCC1	3	-10%	11	.	.
26	COc1ccc(OC)c(NC(=O)C2CCCN(S(=O)(=O)c3cccc4nsnc34)C2)c1 (stereo not drawn)	0	0%	6	-1%	-21%
27	O=C(CCc1ccccc1)NNC(=O)c1ccccn1	-2	4%	1	3%	-32%
28	Cc1cccc(N(C(=O)Cc2cccs2)C(C(=O)NCc2ccco2)c2ccncc2)c1 (stereo not drawn)	4	0%	1	-4%	-25%
29	CCOc1cc(C2C(C#N)=C(N)Oc3n[nH]c(C)c32)ccc1OCCN1CCOCC1 (stereo not drawn)	0	-7%	-2	1%	29%
30	Cc1cc(=O)oc2c(CN3CCCCC3)c(O)ccc12	.	.	.	i	24%

no.	KCNH2 WT inh	GALK inhibitor	MBNL1-CUG inh	A-T KAP1 phos	KCNH2 3.1 inh
16	4	-1%	11%	4%	4
17	4	3%	-4%	-3%	9
18	-7	6%	2%	2%	10
19	-1	.	.	0%	0
20	0	1%	3%	.	-17
21	9	.	?	-5%	-3
22	0	0%	?	5%	9
23	-6	.	.	.	-12
24	15	0%	5%	1%	-11
25	.	1%	-4%	3%	.
26	-1	2%	?	10%	-4
27	3	7%	7%	-5%	19
28	19	9%	1%	-4%	26
29	17	0%	10%	3%	33
30	-5	.	.	.	7

# The list goes on:
no.	canonical_smiles	FBPA coupling cs	MLL CXXC-DNA inh	TRPV1 agonist	ASM inhibitor	a7 integrin act
31	O=C(Nc1ccc(Nc2ccccc2)cc1)c1ccc(Br)cc1	2	48%[activator]	?	-1%	-27%
32	COc1nccc(C(F)(F)F)c1C(=O)NC(=O)Nc1c(C)cccc1C	2	5%	11	2%	4%
33	N=C1C(c2nc(-c3ccc(F)cc3)cs2)=C(O)CN1Cc1ccc(Cl)cc1	-1	10%	-1	1%	-15%
34	O=C(Nc1nnc(SCC(=O)N2CCOCC2)s1)c1ccccc1	4	-7%	4	0%	16%
35	Cc1ccc(N(C(=O)c2ccco2)C(C(=O)NC2CCCC2)c2cccnc2)cc1C (stereo not drawn)	3	-1%	6	-3%	-25%
36	COc1cccc(OCC(O)CN2CC(C)CC(C)C2)c1 (stereo not drawn)	3	-1%	-7	-2%	-24%
37	CC(C)Sc1nc(-c2cccs2)nc2c1c(=O)n(C)c(=O)n2C	3	-9%	-2	.	.
38	CC(NC(=O)COc1ccc(N(C)S(=O)(=O)c2ccccc2)cc1)c1ccccc1 (stereo not drawn)	-3	0%	?	3%	-10%
39	COc1cc(Cl)ccc1OCc1cc(C(=O)N2CCCC(OC)C2)no1 (stereo not drawn)	.	-5%	15	.	7%
40	CN1CCN(/C=N/c2c(C#N)cnn2-c2ccccc2)CC1	1	0%	-3	4%	-8%

no.	KCNH2 WT inh	GALK inhibitor	MBNL1-CUG inh	A-T KAP1 phos	KCNH2 3.1 inh
31	-3	3%	-9%	5%	-12
32	-9	0%	.	-8%	-12
33	-2	3%	16%	0%	16
34	-4	0%	.	1%	14
35	-5	5%	0%	-12%	-11
36	19	-1%	-3%	11%	4
37	.	0%	13%	-2%	.
38	12	-2%	-4%	-4%	-10
39	-4	-2%	-1%	0%	-6
40	-1	0%	5%	3%	-1

# Assay outcomes deposited in PubChem by National Center for Advancing Translational Sciences (NCATS).
